# Tn6 DDE FP: inhibitors of Tn6 peptide binding to fibrin DD(E), primary screen, biochemical, fluorescence polarization, human fibrin, Tn6 probe | actives 0.21% (n = 370,000) | Fibrin DD(E) TRITC-Tn6 fluorescence polarization displacement | inhibition, % at 8.3 µM | Fibrinogen beta chain (Homo sapiens), P02675;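 active means inhibition above a per-campaign cutoff: mean of compounds within control limits plus 3 SD, cut at about 15% in these data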;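 further: 0% = median of all compound wells on the plate and 100% = blocking peptide control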
# DDE Tn7 FP inh: inhibitors of Tn7 peptide binding to fibrin DD(E), primary screen, biochemical, fluorescence polarization, human fibrin, Tn7 probe | AID 720508, 2013 | actives 0.13% (n = 370,000) | inhibition, % at 8.3 µM | Fibrinogen beta chain (Homo sapiens), P02675 | FP displacement of FITC-Tn7 peptide from fibrin DD(E); 0% = median of compound wells per plate;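 active means inhibition above the mean of compounds falling within the control limits plus 3 SD of them, cut at about 14% in these data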;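 further: 0% = plate median of compound wells and 100% = 10 µM Aha-Tn7 peptide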
#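 Assay system: Fibrin-DD(E) protein isolated from polymerized human fibrin clots; read-out basis: percent inhibition; medium: Tris/NaCl/CaCl2 buffer, pH 7.8; signal: FP measurement; incubation: 10 min plus 3 h, room temperature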
# PLC-gamma1 inh: PLC-gamma1 enzyme inhibitors, primary screen, biochemical, fluorescence, purified enzyme; 1-phosphatidylinositol 4,5-bisphosphate phosphodiesterase gamma-1 (Homo sapiens), P19174; fluorogenic substrate; inhibition, % at 12.2 µM; actives 0.84% (n = 370,000); AID 720700, 2013; in the data active means inhibition above about 9.5%
# ADAM10 inh: human ADAM10 inhibitors, primary screen, biochemical, QFRET, HTS | Disintegrin and metalloproteinase domain-containing protein 10 (Homo sapiens), O14672 | recombinant ADAM10, EDANS/DABCYL FRET peptide cleavage, 3 h | inhibition, % at 7 µM | actives 0.62% (n = 370,000) | AID 720582, 2013;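 active means inhibition above a per-campaign cutoff equal to the mean of compounds falling between control-based bounds plus 3 SD, cut at about 20% in these data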;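 further: 0% = DMSO wells while the 100% control is not disclosed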
# KLK7 zymogen act: proKLK7 zymogen activators, primary screen, biochemical, fluorescence intensity. AID 652039, 2013. Kallikrein-7 (Homo sapiens), P49862. activation, % at 7 µM. purified proKLK7, EDANS-DABCYL substrate fluorescence; 100% is mature enzyme control, 0% vehicle. actives 0.9% (n = 370,000);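 active means activation above the mean of all tested compounds plus 3 SD, computed per campaign excluding outliers beyond control limits, cut at about 13% in these data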
# Target sequence (P49862 whole entry, looked up): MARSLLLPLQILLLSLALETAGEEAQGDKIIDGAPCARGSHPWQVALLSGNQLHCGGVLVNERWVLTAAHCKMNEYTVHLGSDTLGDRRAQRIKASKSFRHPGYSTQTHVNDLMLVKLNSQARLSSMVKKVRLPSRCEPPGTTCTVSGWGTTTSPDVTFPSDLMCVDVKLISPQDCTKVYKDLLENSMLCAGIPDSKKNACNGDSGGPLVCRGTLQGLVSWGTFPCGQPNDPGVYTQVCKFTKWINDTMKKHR
# ASAP1 GAP inh: inhibitors of human ASAP1 ArfGAP activity, primary screen, biochemical, fluorescence polarization; actives 0.19% (n = 360,000); inhibition, % at 16.5 µM; ASAP1-stimulated ARF1 GTP hydrolysis, GDP FP detection; AID 624377, 2012; in the data active means inhibition above about 25%;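 further: 0% = vehicle with enzyme and substrate and 100% = no enzyme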
# Target sequence (Q9ULH1 325-724 limits assumed): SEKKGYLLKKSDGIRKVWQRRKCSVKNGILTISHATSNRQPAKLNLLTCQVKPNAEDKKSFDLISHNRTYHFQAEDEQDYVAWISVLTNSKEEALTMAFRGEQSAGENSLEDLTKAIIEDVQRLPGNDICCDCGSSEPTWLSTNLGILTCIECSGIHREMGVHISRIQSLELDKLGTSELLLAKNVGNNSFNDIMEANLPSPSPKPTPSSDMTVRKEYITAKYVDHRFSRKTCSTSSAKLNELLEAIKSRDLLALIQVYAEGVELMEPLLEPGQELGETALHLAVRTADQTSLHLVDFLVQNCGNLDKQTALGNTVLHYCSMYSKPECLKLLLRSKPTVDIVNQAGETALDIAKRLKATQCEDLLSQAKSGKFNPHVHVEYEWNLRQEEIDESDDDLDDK
# LEDGF integ inh: blockers of LEDGF/p75-dependent integrase strand transfer – biochemical, TR-FRET, high throughput, primary screen; TR-FRET IN-LEDGF/p75 DNA integration, Eu/Cy5; inhibition, % at 3.7 µM; AID 743269, 2014; actives 0.64% (n = 370,000);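 active means inhibition above the screen-wide mean plus 3 SD, cut at about 13% in these data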;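 further: signal is the Cy5 over europium emission ratio at 671 and 618 nm; 0% = plate median of compound wells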
# ARFGAP1 inhibitor: inhibitors of rat ARFGAP1 GAP activity, primary screen, biochemical, fluorescence polarization, GDP tracer; ADP-ribosylation factor GTPase-activating protein 1 (Rattus norvegicus), Q62848; Arfgap1-stimulated ARF1 GTP hydrolysis, GDP FP detection; inhibition, % at 16.5 µM; actives 0.26% (n = 360,000); AID 651572, 2012;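 active means inhibition above a per-plate limit, mean inhibition of low control wells plus 3 SD, cut at about 25% in these data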;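 further: 0% = DMSO wells with enzyme and 100% = wells lacking Arfgap1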
# Target sequence (Q62848 1-136 limits assumed): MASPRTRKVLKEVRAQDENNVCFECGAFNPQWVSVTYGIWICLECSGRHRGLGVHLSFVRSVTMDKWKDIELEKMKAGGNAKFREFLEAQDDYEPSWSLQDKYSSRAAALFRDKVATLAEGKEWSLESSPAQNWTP
#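 Assay system: purified rat His6-Arfgap1 residues 1-136 (GAP domain); Reagent: human Δ17 ARF1 bound to GTP; Dosing: 16.5 µM single point, 1.26% DMSO; Times: GTP hydrolysis reaction 2 h at 25 °C; Signal: FP, GDP Alexa 633 tracer displaced from anti-GDP antibody, 620/688 nm; Measure: % inhibition from polarization.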
# TDP2 absorb: human TDP2 enzyme inhibitors, primary screen, biochemical, epi absorbance, recombinant enzyme; inhibition, % at 12.8 µM; actives 0.34% (n = 370,000); Tyrosyl-DNA phosphodiesterase 2 (Homo sapiens), O95551; AID 720702, 2013; T5PNP hydrolysis, p-nitrophenol absorbance 415 nm;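 active means inhibition above the mean of all tested compounds plus 3 SD, set per campaign, cut at about 25% in these data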;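 further: 0% = DMSO with enzyme and 100% = buffer with substrate but no TDP2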
#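 test system = human TDP2 enzyme | input = TDP2 enzyme at 120 nM final | medium = 50 mM Tris-HCl pH 7.5 with Mg2+, KCl, DTT, BSA | also added = T5PNP substrate, 5 mM | times = 2 h at 37 °C | technique = epi absorbance | benchmarks = high control without enzyme, low control DMSO plus TDP2 | replication = each compound tested once, singlicate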
# ADAM17 inh: ADAM17 inhibitors, primary screen, biochemical, QFRET | inhibition, % at 6.95 µM | Disintegrin and metalloproteinase domain-containing protein 17 (Homo sapiens), P78536 | actives 0.83% (n = 370,000) | recombinant ADAM17, EDANS/DABCYL FRET peptide cleavage;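 active means inhibition above the mean of compounds lying between control limits plus 3 SD, set per campaign, cut at about 8.5% in these data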;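 further: 0% = DMSO-only wells as the low control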
# * = called active by the depositor; i = inactive; nt = not tested or not shown.
SMILES,Tn6 DDE FP,DDE Tn7 FP inh,PLC-gamma1 inh,ADAM10 inh,KLK7 zymogen act,ASAP1 GAP inh,LEDGF integ inh,ARFGAP1 inhibitor,TDP2 absorb,ADAM17 inh
COC(=O)c1ccccc1NC(=O)COC(=O)c1ccc(C)c(NC(=O)c2ccco2)c1,-11,-2,3,9,0.6,4,-4,-4,-2,2
COC(=O)c1cc(S(=O)(=O)NCC2CCN(Cc3cccc(F)c3)CC2)cn1C,6,-3,2,6,-0.4,2,2,-3,-26,3
CC(C(=O)Nc1ccc2c(c1)OCCO2)N(C)CC(=O)Nc1ccccc1Br (stereo unspecified),1,-1,1,-3,0.4,-1,0,2,1,-1
O=C(CSc1nnc(Cc2cc(=O)[nH]c(=O)[nH]2)n1-c1ccc(F)cc1)N1CCCCC1,-6,5,0,-15,-1.0,-5,-2,3,-2,-3
N#Cc1nc(COc2ccccc2Cl)oc1NCc1cccnc1,0,-1,-7,-16,0.2,-6,3,-13,-5,-4
Cc1cccc(OCC(=O)NNS(=O)(=O)c2ccccc2F)c1,3,5,1,-1,-0.1,1,0,0,-10,-2
COc1ccc(NS(=O)(=O)c2ccc(Oc3ncccn3)cc2)cc1,0,2,0,0,0.0,-6,0,-10,-5,-2
CCOC(=O)c1sc2nc(C)nc(Nc3ccccc3)c2c1C,1,-2,6,3,0.0,-15,1,0,-6,4
Fc1ccc(Oc2nccc(-c3ccc(Cl)cc3)n2)cc1,3,6,0,2,0.5,-17,4,4,1,-2
CCOC(=O)c1sc2nc(C)nc(SCC(=O)NC(C)CCc3ccccc3)c2c1C (stereo unspecified),3,7,0,-4,0.1,-7,0,15,2,-1
CC(C)(C)CC(=O)Nc1ccc(S(=O)(=O)N2CCCC2)cc1,-4,-4,2,-11,-0.5,14,-1,-1,6,-5
N#Cc1cnn(Cc2ccc(Cl)cc2)c1N,2,0,1,4,-0.1,3,1,4,-2,3
COc1ccccc1N1CCN(CCc2n[nH]c(=S)n2-c2ccccc2)CC1,7,5,4,-4,0.4,0,-2,-6,12,-4
CN1CCN(C(=O)c2ccc(-c3cccs3)s2)CC1,-4,6,-306,i,32*,-4,0,5,-11,-303
COC(=O)c1ccc(/C=C/C(=O)OCC(=O)Nc2ncc(Cl)cc2Cl)cc1,1,0,-14,-14,0.2,20,1,-7,5,-5
COc1cccc(COC(=O)Cc2ccc(S(=O)(=O)N3CCOCC3)s2)c1OC,4,-1,2,11,0.2,-14,0,2,10,-7
Cc1ccccc1C(=O)NC1CCCCN(Cc2cccc(C(F)(F)F)c2)C1=O (stereo unspecified),8,1,2,0,0.3,nt,-2,nt,1,-3
COn1c(-c2ccccc2)nc2ccc(Cl)cc21,-9,11,-12,-2,-0.3,-15,1,-4,-7,-2
CC(C)C(NS(=O)(=O)c1cccc2nsnc12)C(=O)Nc1nc2ccc(Cl)cc2s1 (stereo unspecified),8,6,1,-8,0.0,-3,0,-5,7,-2
Cc1ccccc1-c1cc(C(=O)NCc2ccc(OC(F)(F)F)cc2)n(CC2CC(c3cccnc3)=NO2)n1 (stereo unspecified),1,-5,11*,21*,-0.2,9,-1,17,-6,10*
CC1(C)c2[nH]c3ccccc3c2C[C@H]2C(=O)N(CCCCCO)CC(=O)N21,-5,5,3,9,0.2,-2,4,-9,-5,-1
CCOc1ccc(CCNC(=O)CCS(=O)(=O)c2ccc(OC)cc2)cc1OCC,-4,-1,0,-7,-0.4,4,-1,2,-9,-7
O=C(O)COc1ccc2c(c1)O/C(=C\c1cccs1)C2=O,-2,1,-53,-29,1.4,2,2,9,-17,-12
CN1CCC=C(C(=O)N2c3ccccc3Sc3ccc(Cl)cc32)C1,7,12,5,7,0.5,-6,1,-6,0,2
CSC(=NC#N)N1CCN(c2ccc(Cl)cc2)CC1,1,-4,1,4,0.0,5,5,0,-10,2
N#Cc1c(NC(=O)c2ccc(Br)o2)n(-c2ccccc2)c2nc3ccccc3nc12,3,-5,-232,-458,11,42*,7,27*,28*,-151
COCCCNC(=O)c1cc2c(=O)n(C)c3ccccc3c2n1C,8,8,-5,-45,-0.1,-16,-2,-11,-2,-9
O=C(NC1CCN(S(=O)(=O)c2ccc(Cl)c(F)c2)CC1)c1cccnc1,3,4,0,1,0.4,-5,4,-4,8,-1
COc1ccc(NS(=O)(=O)c2cc3c(cc2C)N(C(C)=O)CCO3)cc1,-1,-7,3,-4,-0.3,0,-1,11,-2,2
Cc1ccc2nc(C)cc(OCC(=O)O)c2c1,7,3,-2,-8,-0.1,-6,2,3,8,-8

# Reformatted: results already given.
molecule	Tn6 DDE FP	DDE Tn7 FP inh	PLC-gamma1 inh	ADAM10 inh	KLK7 zymogen act	ASAP1 GAP inh	LEDGF integ inh	ARFGAP1 inhibitor	TDP2 absorb	ADAM17 inh
Cc1ccccc1C(=O)NC1CCCCN(Cc2cccc(C(F)(F)F)c2)C1=O (stereo unspecified)	8	1	2	0	0.3	nt	-2	nt	1	-3
COn1c(-c2ccccc2)nc2ccc(Cl)cc21	-9	11	-12	-2	-0.3	-15	1	-4	-7	-2

# New compounds follow
SMILES,Tn6 DDE FP,DDE Tn7 FP inh,PLC-gamma1 inh,ADAM10 inh,KLK7 zymogen act,ASAP1 GAP inh,LEDGF integ inh,ARFGAP1 inhibitor,TDP2 absorb,ADAM17 inh
CC(C)CNc1ncnc2c1ncn2[C@H]1CN(Cc2ccc3c(c2)OCO3)C[C@@H](CO)O1,5,1,0,-8,-0.4,15,-1,8,7,-2
CCSc1nnc(CNC(=O)C23CC4CC(CC(C4)C2)C3)n1Cc1ccccc1,-2,2,5,-7,0.5,1,3,7,3,-6
O=C1c2[nH]nc(-c3ccccc3O)c2C(c2ccc(F)cc2)N1CC1CCCO1 (stereo unspecified),-1,1,-2,9,-0.2,2,-3,14,-8,-4
COc1ccccc1OC(=O)c1ccc2nsnc2c1,-2,5,-2,-11,-0.4,-6,-3,11,-4,-3
Cc1ccc(OCc2cc(C(=O)N3CCN(CC(=O)NC(C)C)CC3)no2)cn1,4,7,1,-2,0.2,1,1,-10,2,1
COCCNC(=O)C(c1ccc(C)o1)N(C(=O)c1snc(C(N)=O)c1N)c1cc(C)cc(C)c1 (stereo unspecified),8,3,-140,-158,-0.4,-4,-3,-6,-3,-57
O=C(Nc1nnc(SCC(=O)N2CCCCC2)s1)C1CCCCC1,2,5,0,5,0.4,-7,2,-7,-2,-4
CCCCN1CCCCC1(C)C(=O)NCc1cccs1 (stereo unspecified),5,0,2,-23,-0.5,-4,-4,-5,3,-2
Cc1ccc(S(=O)(=O)NCCC(c2ccccc2)c2ccccc2)cc1C(=O)O,0,-8,5,5,-0.1,1,1,-1,-3,1
Cc1ccc2nc(NCc3ccccc3)c(C=NCc3ccccc3)c(=O)n2c1,1,3,-6,-45,0.9,-9,-3,10,5,-16
C/C(=N/NC(=O)c1ccoc1C)c1cccc(NC(=O)C2CC2)c1,5,-8,-3,-1,-0.1,3,3,-2,-14,3
O=C(Nc1cccc([N+](=O)[O-])c1)c1cc(S(=O)(=O)Nc2ccccn2)ccc1Cl,-7,-6,2,-7,-0.3,2,-1,2,0,-4
COc1ccc(NC2CC(=O)N(c3cccc(C)c3)C2=O)cc1 (stereo unspecified),-3,6,-4,1,0.1,1,-2,-14,1,-4
COC(=O)/C=C1/SC(=NC(=O)c2ccccc2)NC1=O,-5,-2,5,-2,-0.3,-4,-1,-1,3,-6
Nc1nn2c(-c3ccccc3)cc(=O)[nH]c2c1N=Nc1ccc(O)cc1,0,3,2,-4,0.3,12,0,-3,3,-4
COC(=O)C(CCSC)NC(=O)c1cc2c(n(-c3ccc(C)cc3)c1=O)CCCC2=O (stereo unspecified),-3,4,0,-24,0.8,11,-3,-9,-6,-13
N/C(CC(=O)Nc1ccc(F)c(Cl)c1)=N\OC(=O)c1cccs1,8,-7,1,-1,-0.5,2,4,-8,-9,-1
COc1ccc(CCNC(=O)C(=O)NCc2ccc(Cl)cc2)cc1OC,4,-3,0,-4,-0.1,-8,0,-3,6,-3
Cc1ccc(S(=O)(=O)N2CCN(Cc3ccco3)CC2)cc1C,7,0,0,6,-0.2,11,1,4,9,-4
O=C1Nc2ccc(Cl)cc2C12Nc1ccccc1-c1nnc(SCc3ccccc3F)nc1O2 (stereo unspecified),-4,-5,-5,2,0.2,-3,0,-1,2,2
COc1ccc(C2=NN(C3=NN=C(N)Cc4ncnn43)C(O)(C(F)(F)F)C2)cc1 (stereo unspecified),1,0,-23,-51,-0.3,13,3,-7,2,-16
O=C(Cc1ccccc1)NNC(=O)C1CCCC1,-6,-6,0,3,0.0,2,2,11,-1,-2
Cn1nnnc1Sc1ncnc2scc(-c3cnc(N)nc3)c12,-8,-3,-5,1,nt,nt,1,nt,12,-2
O=C(CC(=O)N/N=C/c1cccs1)NCc1ccccc1,-4,2,4,-7,0.0,0,-3,-1,-14,-4
O=c1c2c(-c3ccccc3)csc2ncn1/N=C/c1ccc(O)c([N+](=O)[O-])c1,-2,2,4,9,0.6,-4,-1,-5,-6,3
Cc1ccc(CS(=O)Cc2ccc(C(=O)NCc3ccc4c(c3)OCO4)o2)cc1 (stereo unspecified),5,5,-1,-1,0.5,-1,-1,-3,15,-4
COc1cccc(/C=N/NC(=O)C(=O)NCc2cccnc2)c1O,-4,-1,3,-1,-0.1,-13,-8,-5,4,0
O=C(NN1C(=O)c2ccccc2NC12CCCCC2)c1ccccc1,2,1,-61,-137,2.7,1,3,0,-5,-47
Cc1csc(=O)n1CCC(=O)OCC(=O)NCc1ccc(Cl)cc1Cl,-3,7,-2,-6,0.0,-1,-2,9,10,-2
CC(=O)c1cccc(OCc2cc(C(=O)N(C)Cc3nccs3)no2)c1,13,0,-1,-17,0.2,3,-1,-7,0,-3

# Screening data as filed in PubChem BioAssay.
